# Screening results deposited in PubChem BioAssay by several laboratories.
# aDG glyco up: increases alpha dystroglycan glycosylation. Pro5-aDG cells, alpha-DG glycosylation AlphaScreen (IIH6); 0% Pro5, 100% B10-LARGE cell signal. activation, % at 10 µM. AID 624168. 360,000 tested, 0.22% active;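 active means activation of at least 8% versus controls, or a plate z-score of at least 8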;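 further: Pro5 are CHO cells carrying HIG-tagged alpha-DG that lacks glycosylation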
# NOD2 RIPK2 PPI: inhibitors of human NOD2-RIPK2 interaction. CHO BLA complementation NOD2-RIPK2, CCF4 ratio. inhibition, % at 4.98 µM. 360,000 tested, 0.38% active. AID 624267; in the data active means inhibition above about 21%;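 further: 0% = vehicle only and 100% = reference blocker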
# TLR9-MyD88 block: blocks human TLR9 binding to MyD88; Q9NR96+Q99836; CHO BLA complementation TLR9-MyD88, CCF4 FRET ratio; inhibition, % at 4.98 µM; 340,000 tested, 0.21% active; AID 504734;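 active means inhibition above the mean over all tested compounds plus 3 SD, cut at about 21% in these data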;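 further: 0% = DMSO only wells and 100% = clavulanate BLA inhibitor control wells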
# Target sequence (Q99836 whole entry, looked up): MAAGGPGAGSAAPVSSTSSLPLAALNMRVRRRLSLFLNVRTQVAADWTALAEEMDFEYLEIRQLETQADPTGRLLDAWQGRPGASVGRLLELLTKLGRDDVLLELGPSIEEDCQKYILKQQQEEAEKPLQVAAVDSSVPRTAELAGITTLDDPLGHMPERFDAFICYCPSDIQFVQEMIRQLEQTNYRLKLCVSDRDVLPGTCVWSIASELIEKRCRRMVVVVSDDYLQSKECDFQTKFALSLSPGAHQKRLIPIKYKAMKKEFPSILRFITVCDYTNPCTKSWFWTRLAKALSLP
# Target sequence (Q9NR96 whole entry, looked up): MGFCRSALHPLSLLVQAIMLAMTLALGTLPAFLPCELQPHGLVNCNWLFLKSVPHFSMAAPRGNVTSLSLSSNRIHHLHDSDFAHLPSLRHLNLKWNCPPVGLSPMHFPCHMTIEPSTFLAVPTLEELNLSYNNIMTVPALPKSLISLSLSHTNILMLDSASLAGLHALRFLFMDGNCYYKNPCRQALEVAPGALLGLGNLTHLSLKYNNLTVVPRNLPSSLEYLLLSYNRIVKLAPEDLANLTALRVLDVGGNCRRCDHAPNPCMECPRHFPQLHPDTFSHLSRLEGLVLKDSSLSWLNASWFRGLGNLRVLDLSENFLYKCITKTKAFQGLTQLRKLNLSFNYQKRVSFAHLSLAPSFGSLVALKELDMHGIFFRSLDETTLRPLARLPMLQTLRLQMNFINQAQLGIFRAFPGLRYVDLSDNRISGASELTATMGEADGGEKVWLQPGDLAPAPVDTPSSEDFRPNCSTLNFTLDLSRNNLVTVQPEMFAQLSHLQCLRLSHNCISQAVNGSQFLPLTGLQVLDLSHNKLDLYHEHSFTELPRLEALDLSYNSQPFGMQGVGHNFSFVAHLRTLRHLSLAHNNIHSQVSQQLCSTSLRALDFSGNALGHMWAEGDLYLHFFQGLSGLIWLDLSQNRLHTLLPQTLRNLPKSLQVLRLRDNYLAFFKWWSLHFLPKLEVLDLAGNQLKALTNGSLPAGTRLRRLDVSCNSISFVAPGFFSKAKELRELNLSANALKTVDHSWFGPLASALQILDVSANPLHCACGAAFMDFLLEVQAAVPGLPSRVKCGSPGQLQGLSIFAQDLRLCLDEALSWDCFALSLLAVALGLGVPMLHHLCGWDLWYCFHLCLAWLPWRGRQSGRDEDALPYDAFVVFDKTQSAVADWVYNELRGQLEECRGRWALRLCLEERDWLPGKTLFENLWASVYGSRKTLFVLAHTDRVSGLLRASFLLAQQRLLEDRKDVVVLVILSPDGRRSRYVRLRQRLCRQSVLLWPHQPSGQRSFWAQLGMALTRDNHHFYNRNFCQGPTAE
# ABCB6 inh 2: inhibitors of human ABC transporter ABCB6 | Q9NP58 | AID 602162 | 360,000 tested, 0.19% active | K562-ABCB6 porphyrin accumulation, flow cytometry, 1 h; active compounds read low | fluorescence ratio to DMSO, % at 10 µM;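 active means fluorescence ratio to DMSO below 75%, the collection mean minus 3 SD; inconclusive means too few cells collected in the well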;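 further: signal is porphyrin accumulated inside mitochondria; 100% equals median channel fluorescence of DMSO control wells; lower ratio means ABCB6 inhibition with less porphyrin fluorescence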
# MC4R antag cAMP: blocks human MC4R cAMP signaling. P32245. inhibition, % at 6.5 µM. 360,000 tested, 0.48% active. MC4R-expressing cells, MTII-stimulated cAMP, LANCE TR-FRET;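 active means inhibition above its plate's cutoff, the mean of tested wells on that plate plus 3 SD, cut at about 29% in these data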;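 further: 0% = Melanotan II alone and 100% = Melanotan II plus saturating MCL0020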
#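 Assay system: U2OS-MC4R stable cell line; Also added: Melanotan II; Technique: Eu-cAMP/anti-cAMP TR-FRET, emission 671 nm; Times: 30-min compound, 1-h challenge, 1-h detection, room temperature.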
# MC4R barr agon: activates human MC4R beta-arrestin recruitment; U2OS MC4R beta-arrestin complementation, luminescence; percent of melanotan II response, DMSO zero; activation, % at 8.9 µM; 360,000 tested, 0.98% active;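 active means activation above a per-plate cutoff, the mean activation of sample wells on that plate plus 3 SD, cut at about 8% in these data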
# Glyco luc inh: N-linked glycosylation inhibition; D54 ERlucT glycosylation luciferase reporter, 24 h; percent of 100 nM tunicamycin response; reporter increase, % at 12.5 µM; AID 588692; 360,000 tested, 0.23% active;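 active means mean luciferase reporter signal, scaled so untreated is 0 and the glycosylation-blocking control 100, at or above a set limit in every replicate; inconclusive means mean reaches the limit but not every replicate does; inactive means mean below the limit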;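 further: luciferase carries N-glycosylation sites so blocking glycosylation raises the light; 0% = median of neutral control wells and 100% = median of 100 nM tunicamycin wells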
# Exocytosis inh: lytic granule exocytosis inhibition; TALL-104 LAMP-1 surface exposure, flow cytometry; cells stimulated with thapsigargin and PMA; inhibition, % at 10 µM; 360,000 tested, 0.66% active; AID 651702;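 active means inhibition above about 55%, limit read from the data; inconclusive means no clear call, values can overlap the other calls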
# ABHD5-PLIN5 inh: ABHD5-PLIN5 protein interaction inhibition | Q00G26+Q8WTS1 | Split G. princeps luciferase complementation, luminescence, 4 h | inhibition, % at 4 µM | 360,000 tested, 0.78% active;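 active means inhibition above the mean inhibition across every tested compound plus 3 SD, cut at about 22% in these data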;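 further: 0% = DMSO only wells and the 100% control is not disclosed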
# Vif imaging: blocks HIV Vif function; HEK293T cells, Vif self-association by quenched fluorescence, imaging, 24 h; inhibition, % at 7.49 µM; 340,000 tested, 0.35% active; in the data active means inhibition above about 50%, passing the limit was not always enough; inconclusive means no clear call, values can overlap the other calls; inactive means below about 31%; further: some results filed as inactive read as strong as hits
# * hit, by the source's call; ? = inconclusive; . = not tested or not shown. Only part of the results is shown; count on the stated rates, not on these rows.
no.	Vif imaging	NOD2 RIPK2 PPI	MC4R antag cAMP	ABHD5-PLIN5 inh	TLR9-MyD88 block	Exocytosis inh	ABCB6 inh 2	MC4R barr agon	Glyco luc inh	aDG glyco up	smiles
1	1	-13	3	2	-7	-8	101	-0.7	3	0.1	COc1ccccc1C1C(C(N)=O)=C(C)Nc2ncnn21 (stereo not given)
2	-6	-3	0	-1	3	0	95	-2.4	-2	-0.8	O=[N+]([O-])c1ccc(C(=Nc2cccc3ccccc23)N2CCOCC2)cc1
3	-8	-10	-4	10	6	12	100	2.8	0	-0.1	Cc1ccc(Cn2nnc3c(=O)[nH]c(C4CCCN(S(=O)(=O)c5ccc(F)cc5)C4)nc32)cc1 (stereo not given)
4	-3	1	13	5	-6	10	98	0.4	1	-0.2	COc1ccc(CCNC(=O)C2CCCN2C(=O)Nc2ccc(F)cc2)cc1OC (stereo not given)
5	-5	-13	-4	2	0	-4	88	0.2	0	0.2	Cc1ccccc1C(=O)NN(C)c1nc2ccccc2nc1C(F)(F)F
6	-5	-8	11	0	-4	0	101	2.4	0	-0.1	Cc1ccc(C(=O)N/N=C\c2ccccc2[N+](=O)[O-])cn1
7	-9	-3	-1	-12	-3	-1	103	-4.7	2	0.5	CCOc1cc(/C=N/NC(=O)C2CCCC2)ccc1OC(C)C
8	-2	0	9	6	-3	0	102	0.4	2	0.1	CC(C)c1ccc(O)c(NC(=O)c2ncn[nH]2)c1
9	-19	-4	17	-4	-6	15	99	0.4	4	-0.2	O=C(Oc1ccc(C(=S)N2CCOCC2)cc1Br)c1cc(Cl)ccc1Cl
10	5	-13	-2	-7	1	-2	98	-1.3	0	0.6	Cc1cccc(CS(=O)(=O)Cc2ccc(C(=O)NC3CCCC3)o2)c1
11	-8	0	12	-7	1	10	99	-0.9	-3	0.0	CCOC(=O)Nc1ccc2c(c1)C(=NO)c1ccccc1-2
12	-20	2	16	-8	.	24	94	1.8	-1	-0.4	COc1ccc(N2CCN(c3cc(C(=O)NC4CCCCC4)ncn3)CC2)cc1OC
13	.	2	10	-6	4	0	98	-0.8	2	0.1	CS(=O)(=O)N1CCC(C(=O)Nc2ccc(Br)cc2F)CC1
14	.	-3	-2	-2	4	2	94	7.3	3	-0.3	COc1ccc(NS(=O)(=O)c2ccc(O)c(NC(=O)c3cc4c(C)nn(-c5ccc(F)cc5)c4s3)c2)cc1
15	-20	-2	8	-8	3	27	95	-3.4	-11	3.0	COc1ccccc1NC(=O)c1c(Nc2ccccc2C)sc(C(=O)Nc2cccc(Cl)c2)c1N
16	-4	1	1	-1	8	-2	88	-1.3	1	-0.1	COc1ccc(CNC(=O)C2CCC(CNc3c(N4CCC(C)CC4)c(=O)c3=O)CC2)cc1 (stereo not given)
17	-2	-4	-1	-19	.	?	95	9.8*	-3	0.9	OC(c1cc(F)cc(Cl)c1)c1ncc(-c2ccc(Cl)cc2)[nH]1 (stereo not given)
18	-10	0	-8	-9	-3	5	94	-0.4	2	0.1	CN(C(=O)c1ccc(NC(=O)Cc2cccc(NC(=O)C3CCN(C(=O)C4CCC4)CC3)c2)cc1)C1CCCC1
19	2	-11	-5	6	0	3	94	0.9	3	-0.1	Cc1cc(C)c(NC(=O)/C=C\C(=O)O)c([N+](=O)[O-])c1
20	-5	5	-1	1	-3	0	100	-1.5	-8	1.5	CCN1CCN(c2ccc(NC(=O)c3cccc(F)c3)cc2Cl)CC1
21	21	0	5	-5	6	1	106	-2.5	2	0.0	COc1ccc(NC2CCCN(C(=O)CCCn3cncn3)C2)cc1OC (stereo not given)
22	-6	-1	4	-4	-15	0	106	0.0	0	0.3	Cc1cc(OCC(=O)Nc2ccc3c(c2)OCCO3)ccc1Cl
23	-4	1	9	11	1	-2	321	9.5*	0	0.6	COc1ccc(OC)c(/C=C2/Sc3ccccc3C2=O)c1
24	0	-5	-1	-3	6	26	97	-0.4	1	0.3	COc1ccccc1-c1cc(C(=O)NCc2ccccc2)no1
25	-12	-15	-1	-3	0	-2	101	-1.9	-1	-0.1	Cc1ccc(C)c(NC(=S)N2CCC(NC(=O)C3CCCCC3)CC2)c1
26	-3	-15	-4	-5	0	-1	93	-1.2	4	-0.3	O=c1[nH]c(N2CCc3ccccc32)nc2c1CCCC2
27	26	8	4	0	8	-1	99	-0.2	-7	0.0	O=C(CN1C(=O)c2ccccc2S1(=O)=O)Nc1ccccc1
28	0	-8	3	-4	3	2	87	-0.8	1	-0.1	COc1ccc(NC(=O)CSc2nnc(C3CC3)n2C)cc1S(=O)(=O)N1CCCCC1
29	5	-2	9	2	2	-2	94	-1.9	28*	-0.2	CCOC(=O)c1ccc(-c2ccc(/C=N/NC(=O)CN(c3cccc(C)c3)S(C)(=O)=O)o2)cc1
30	-4	0	2	-8	10	-2	95	-1.2	0	-0.1	CC(C)(O[C@@H]1O[C@H](CO)[C@@H](O)[C@H](O)[C@H]1O)[C@@H]1CC=C(C(=O)O)CC1
31	1	1	5	6	2	0	99	-1.5	0	0.1	COc1ccc(S(=O)(=O)N2CCN(C(=O)[C@H](Cc3ccccc3)NC(=O)c3ccco3)CC2)cc1
32	-7	0	25	3	9	-1	102	-1.6	2	0.4	COc1ccc(N(C(C)C(=O)Nc2ccc(S(=O)(=O)N3CCOCC3)cc2)S(C)(=O)=O)cc1 (stereo not given)
33	-16	0	-30	4	12	2	102	-1.5	-3	1.0	CSc1ccc(S(=O)(=O)Nc2ccc3c(c2)NC(=O)CC3)cc1
34	-11	6	-9	7	5	3	91	7.1	2	0.6	O=C(Nc1cccnc1)c1ccc(-c2cc(Cl)ccc2Cl)o1
35	-9	-7	2	13	14	-7	95	2.9	0	0.0	Cc1ccc(CCNC(=O)c2ccc(CS(=O)(=O)Cc3ccc(F)cc3)o2)cc1
36	0	-11	3	8	-5	3	94	-0.3	1	0.2	C#CCOCCOCCOCCNc1nc(N2CCN(C(=O)[C@H](CCCN=C(N)N)n3cc(C(N)[C@@H](C)CC)nn3)CC2)nc(N2CCN(C(=O)[C@H](CC(N)=O)n3cc([C@@H](N)CC(N)=O)nn3)CC2)n1 (stereo not given in full)
37	-18	-10	8	-16	.	-4	90	0.2	-5	0.4	CC1(Cc2cccc(C(F)(F)F)c2)C(=O)Nc2ccc(-c3ccc(F)c(Cl)c3)cc21 (stereo not given)
38	-6	-4	-5	-8	0	-1	90	-1.8	-2	-0.3	COc1cccc2sc(NN)nc12
39	23	-17	-1	5	-6	-5	98	-0.3	1	0.7	CC(C)(C)c1cc(OC(=O)c2ccncc2)ccc1O
40	0	-4	2	4	-5	-2	103	-1.0	-2	0.1	CCOc1ccc(NC(C(=O)Nc2cccc(C(C)=O)c2)c2ccccc2)cc1 (stereo not given)
41	.	3	-15	1	6	1	99	-0.3	0	-0.2	CC(=O)COC(=O)C1CCN(S(=O)(=O)c2cc([N+](=O)[O-])ccc2Cl)CC1
42	6	2	0	3	-6	9	96	-2.5	0	0.0	OCCC1CCCCN1CC(O)COCc1ccc(Cl)cc1 (stereo not given)
43	3	8	4	3	5	-3	106	-2.9	0	-0.1	O=C1OCc2cc(NC(=O)C3CCCCC3)ccc21
44	2	7	6	-7	-2	4	96	0.5	-2	0.1	O=C(c1cccs1)N1C[C@@H](O)[C@H](n2cc(-c3ccc(F)cc3)nn2)C[C@@H]1c1ccc(Cl)cc1
45	1	-8	8	0	-4	-4	93	-0.9	2	0.2	CC(=O)c1cccc(NC(=O)c2cc(C)no2)c1
46	-26	-1	-13	4	-5	-6	103	-1.4	-5	1.0	COc1ccc(CCc2nnc(CCC(=O)N(C)Cc3ccnc4ccccc34)o2)cc1
47	-6	-13	-3	3	-3	40	100	0.0	-3	-0.1	O=c1[nH]c(C2CCCN(S(=O)(=O)c3ccccc3)C2)nc2c1nnn2Cc1ccc(OC(F)(F)F)cc1 (stereo not given)
48	.	-8	.	2	.	-3	96	.	.	-0.2	O=S1(=O)CC(N2CCN(Cc3ccccc3F)CC2)CN1Cc1cn(Cc2cccc(C(F)(F)F)c2)nn1 (stereo not given)
49	8	2	6	7	.	14	94	-1.1	1	0.0	CCCNC(=O)C1(C)CCN(C(=O)c2ccccc2OC)C1 (stereo not given)
50	-2	-5	3	3	4	3	97	-1.7	0	0.3	NC(N)=N/N=C/c1ccc(OS(=O)(=O)c2ccccc2)cc1
51	-8	0	5	-1	12	-1	97	-2.3	1	-0.3	CN(C)S(=O)(=O)c1cccc(COC(=O)c2ccc3c(c2)OCO3)c1
52	8	1	2	3	-1	2	99	-1.7	2	0.1	CC(=O)N1CCN(Cc2nc3cc(NS(C)(=O)=O)ccc3n2C)CC1
53	-5	0	4	0	-6	-9	91	-1.2	-2	0.0	ONC(=Nc1ccccc1Cl)c1ccccc1Cl
54	1	4	-6	-3	4	-3	98	1.6	4	0.0	CC(/C=N/Nc1nnc2c(n1)[nH]c1ccccc12)=C\c1ccco1
55	4	1	-1	-1	-13	-1	95	1.3	0	-0.1	CC(C)(C)C(=O)NCCN1CCN(C(=O)C(C)(C)C)CC1

# Among those listed so far, these contain a Cl atom.
no.	Vif imaging	NOD2 RIPK2 PPI	MC4R antag cAMP	ABHD5-PLIN5 inh	TLR9-MyD88 block	Exocytosis inh	ABCB6 inh 2	MC4R barr agon	Glyco luc inh	aDG glyco up	smiles
9	-19	-4	17	-4	-6	15	99	0.4	4	-0.2	O=C(Oc1ccc(C(=S)N2CCOCC2)cc1Br)c1cc(Cl)ccc1Cl
15	-20	-2	8	-8	3	27	95	-3.4	-11	3.0	COc1ccccc1NC(=O)c1c(Nc2ccccc2C)sc(C(=O)Nc2cccc(Cl)c2)c1N
17	-2	-4	-1	-19	.	?	95	9.8*	-3	0.9	OC(c1cc(F)cc(Cl)c1)c1ncc(-c2ccc(Cl)cc2)[nH]1 (stereo not given)
20	-5	5	-1	1	-3	0	100	-1.5	-8	1.5	CCN1CCN(c2ccc(NC(=O)c3cccc(F)c3)cc2Cl)CC1
22	-6	-1	4	-4	-15	0	106	0.0	0	0.3	Cc1cc(OCC(=O)Nc2ccc3c(c2)OCCO3)ccc1Cl
34	-11	6	-9	7	5	3	91	7.1	2	0.6	O=C(Nc1cccnc1)c1ccc(-c2cc(Cl)ccc2Cl)o1
37	-18	-10	8	-16	.	-4	90	0.2	-5	0.4	CC1(Cc2cccc(C(F)(F)F)c2)C(=O)Nc2ccc(-c3ccc(F)c(Cl)c3)cc21 (stereo not given)
41	.	3	-15	1	6	1	99	-0.3	0	-0.2	CC(=O)COC(=O)C1CCN(S(=O)(=O)c2cc([N+](=O)[O-])ccc2Cl)CC1
42	6	2	0	3	-6	9	96	-2.5	0	0.0	OCCC1CCCCN1CC(O)COCc1ccc(Cl)cc1 (stereo not given)
44	2	7	6	-7	-2	4	96	0.5	-2	0.1	O=C(c1cccs1)N1C[C@@H](O)[C@H](n2cc(-c3ccc(F)cc3)nn2)C[C@@H]1c1ccc(Cl)cc1
53	-5	0	4	0	-6	-9	91	-1.2	-2	0.0	ONC(=Nc1ccccc1Cl)c1ccccc1Cl
